High-throughput results deposited in PubChem by National Center for Advancing Translational Sciences (NCATS).
Sm TGR block = blocks Schistosoma mansoni thioredoxin glutathione reductase; purified TGR, DTNB reduction, TNB absorbance 405 nm; Potency, µM (doses to about 114 µM), without a hit: at the highest dose activity change, negative = inhibition, usual class: inhibitors; 360,000 tested, 3% active; further: potency means the concentration at half of the fitted maximal effect; nearly all actives have a fitted effect of over 60% in size
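Kinetic colorimetric format: TGR-catalysed, NADPH-driven DTNB reduction monitored via TNB absorbance. Enzyme dispensed at 20 nM; compound exposure 15 min at room temperature before reaction start.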
HCMV inh = inhibitors of human cytomegalovirus. HFF cells, HCMV-luciferase reporter, 72 h; stronger effect = lower value. activity change, negative = inhibition, % at 57.5 µM. 410,000 tested, 4.5% active; in the data active means activity change below about -60%; inconclusive means no clear call, values can overlap the other calls; inactive means above about -39%
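Luciferase read-out from HCMV-luciferase-infected HFFs (MOI 1 PFU/cell) 72 h post infection at 37C; compounds added after 16 h cell attachment; activity normalized between buffer-only basal and Salinomycin (10uM) inhibitor controls.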
AmpC inh no detg = AmpC beta-lactamase inhibition without detergent; Potency, µM (doses to about 57.1 µM), inactives show at the top dose activity change, negative = inhibition, hits mostly inhibitors; AmpC nitrocefin hydrolysis, absorbance 480 nm, 0.0001% Triton; P00811; AID 485341; 330,000 tested, 0.52% active;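 further: potency means the concentration at half of the fitted maximal effect; plate controls were no compound for no effect and no enzyme for full effect; nearly all actives have a fitted effect of over 20% in size; some results filed as inactive show a strong effect at the top dose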
Target sequence (P00811 whole entry, looked up): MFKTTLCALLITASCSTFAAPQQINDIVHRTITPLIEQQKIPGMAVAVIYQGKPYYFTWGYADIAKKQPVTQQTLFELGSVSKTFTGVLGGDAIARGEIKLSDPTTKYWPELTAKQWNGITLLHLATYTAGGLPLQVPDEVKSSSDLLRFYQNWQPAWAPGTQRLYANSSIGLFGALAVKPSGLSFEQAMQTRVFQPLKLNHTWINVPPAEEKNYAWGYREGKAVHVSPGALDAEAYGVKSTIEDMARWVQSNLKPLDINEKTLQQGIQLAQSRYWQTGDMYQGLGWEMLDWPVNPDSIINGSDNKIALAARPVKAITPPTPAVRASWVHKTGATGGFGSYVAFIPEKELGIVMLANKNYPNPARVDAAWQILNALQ
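20 mM phosphate pH 7.0 + 0.01% (detergent screen) or 0.0001% Triton X-100; 5.3 nM AmpC reagent; cpd preinc 15 min RT; nitrocefin (800 uM stock) to start; A480 q20 s × 4 min; Activity was normalised to no-enzyme and no-compound control wells.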
Giardia FBPA inh = Giardia lamblia aldolase inhibition; A8B2U2; purified Giardia FBPA; Potency, µM (doses to about 59.6 µM), for the others: at the highest dose activity, negative = inhibition, hits mostly inhibitors; 290,000 tested, 0.71% active; further: potency means the concentration at half of the fitted maximal effect; nearly all actives have a fitted effect of over 55% in size
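40 nM FBPA preincubated 10 min at RT with compound (up to 57.5 uM final), then substrate plus GAPDH/TPI/NAD/arsenate coupling and diaphorase/resazurin added. Fluorescence read after 20 min at RT, 525/598 nm.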
AmpC inh detg = AmpC beta-lactamase inhibition with detergent present; P00811; AmpC hydrolysis of nitrocefin, absorbance 480 nm, 0.01% Triton; Potency, µM (doses to about 114 µM), for the others: at the highest dose activity change, negative = inhibition, hits mostly inhibitors; 370,000 tested, 0.041% active;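 further: potency means the concentration at half of the fitted maximal effect; 0% = no-compound wells and -100% = no-enzyme wells; nearly all actives have a fitted effect of over 25% in size; some results filed as inactive show a strong effect at the top dose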
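20 mM phosphate pH 7.0 + 0.01% (detergent screen) or 0.0001% Triton X-100; 5.3 nM AmpC reagent; cpd preinc 15 min RT; nitrocefin (800 uM stock) to start; A480 q20 s × 4 min; Activity was normalised to no-enzyme and no-compound control wells.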
AMA1 RON2 block = inhibitors of Plasmodium falciparum AMA1-RON2 interaction; AID 720542; Potency, µM (titrated, usually from 58.2 µM), for the others: at the highest dose activity change, negative = inhibition, usual class: inhibitors; AlphaScreen AMA1-biotinylated RON2 peptide binding; 360,000 tested, 0.2% active;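 further: potency means the concentration at half of the fitted maximal effect; 0% = vehicle wells and -100% = peptide control; nearly all actives have a fitted effect of over 45% in size; some results filed as inactive show a strong effect at the top dose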
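AMA1 (3D7) with his tag at 25 nM final met compounds first, then biotinylated RON2 peptide at 25 nM; detection used donor plus acceptor beads, 10 µg/mL apiece, read by AlphaScreen after 30 min at room temperature.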
Active calls of the source: *; ? = inconclusive; nt = not tested or not shown; [ ] = remark or other dose. Unless noted, the call rests on the fitted dose curve; in most records, active means well fitted curve in the direction sought with a large enough effect; inconclusive means small, poorly fitted or top-dose-only effect, or another doubt; inactive means no such curve, though single readings can be large; an effect the other way counts as inactive or inconclusive. Unless noted, on the % scale 0 is the no-effect control and ±100 the full control effect.

Start of the data: the first 2 compounds, to show the layout:
SMILES	Sm TGR block	HCMV inh	AmpC inh no detg	Giardia FBPA inh	AmpC inh detg	AMA1 RON2 block
O=C(CNC(=O)c1ccc2c(=O)n3c(nc2c1)CCC3)Nc1ccc(F)c(F)c1	-4%	-7	-7%	nt	-4%	-15%
COC(=O)c1c(NC(=O)C2c3ccccc3Oc3ccccc32)sc2c1CCC(C)C2 (stereo not drawn)	2%	9	nt	nt	0%	nt

The list itself, from the first entry:
SMILES	Sm TGR block	HCMV inh	AmpC inh no detg	Giardia FBPA inh	AmpC inh detg	AMA1 RON2 block
O=C(CNC(=O)c1ccc2c(=O)n3c(nc2c1)CCC3)Nc1ccc(F)c(F)c1	-4%	-7	-7%	nt	-4%	-15%
COC(=O)c1c(NC(=O)C2c3ccccc3Oc3ccccc32)sc2c1CCC(C)C2 (stereo not drawn)	2%	9	nt	nt	0%	nt
CC(C)CN(C(=O)c1ccc([N+](=O)[O-])s1)c1c(N)n(Cc2ccccc2)c(=O)[nH]c1=O	-14%	-27	-52%	nt	-9%	15%
O=c1c2ccccc2c(C=NC2CCS(=O)(=O)C2)c(O)n1-c1ccccc1 (stereo not drawn)	?	-6	-17%	-3%	-11%	-17%
Cc1ccc(S(=O)(=O)NCC(NCc2ccc(F)cc2)c2ccccc2)cc1 (stereo not drawn)	5%	-24	-30%	nt	-16%	39%[activator]

Complete entries, quoted from the list. Values in the order: Sm TGR block, HCMV inh, AmpC inh no detg, Giardia FBPA inh, AmpC inh detg, AMA1 RON2 block
`COC(=O)c1c(NC(=O)C2c3ccccc3Oc3ccccc32)sc2c1CCC(C)C2` (stereo not drawn) in the list: 2%, 9, nt, nt, 0%, nt
`O=C(CNC(=O)c1ccc2c(=O)n3c(nc2c1)CCC3)Nc1ccc(F)c(F)c1` in the list: -4%, -7, -7%, nt, -4%, -15%

Three compounds already listed, ordered by length of the SMILES, high to low:
SMILES	Sm TGR block	HCMV inh	AmpC inh no detg	Giardia FBPA inh	AmpC inh detg	AMA1 RON2 block
O=C(CNC(=O)c1ccc2c(=O)n3c(nc2c1)CCC3)Nc1ccc(F)c(F)c1	-4%	-7	-7%	nt	-4%	-15%
O=c1c2ccccc2c(C=NC2CCS(=O)(=O)C2)c(O)n1-c1ccccc1 (stereo not drawn)	?	-6	-17%	-3%	-11%	-17%
Cc1ccc(S(=O)(=O)NCC(NCc2ccc(F)cc2)c2ccccc2)cc1 (stereo not drawn)	5%	-24	-30%	nt	-16%	39%[activator]
